Screening results deposited in PubChem BioAssay by several laboratories.
PPARg SRC-1 ag – agonists of human PPARgamma SRC-1 coactivator recruitment; activation, % at 8 µM; PPARgamma-SRC-1 coactivator recruitment biochemical assay; hit rate 0.41% among 200,000; AID 631; P37231; in the data active means activation above about 19%;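 further: 0% = DMSO and 100% = reference agonist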
Target sequence (P37231 whole entry, looked up): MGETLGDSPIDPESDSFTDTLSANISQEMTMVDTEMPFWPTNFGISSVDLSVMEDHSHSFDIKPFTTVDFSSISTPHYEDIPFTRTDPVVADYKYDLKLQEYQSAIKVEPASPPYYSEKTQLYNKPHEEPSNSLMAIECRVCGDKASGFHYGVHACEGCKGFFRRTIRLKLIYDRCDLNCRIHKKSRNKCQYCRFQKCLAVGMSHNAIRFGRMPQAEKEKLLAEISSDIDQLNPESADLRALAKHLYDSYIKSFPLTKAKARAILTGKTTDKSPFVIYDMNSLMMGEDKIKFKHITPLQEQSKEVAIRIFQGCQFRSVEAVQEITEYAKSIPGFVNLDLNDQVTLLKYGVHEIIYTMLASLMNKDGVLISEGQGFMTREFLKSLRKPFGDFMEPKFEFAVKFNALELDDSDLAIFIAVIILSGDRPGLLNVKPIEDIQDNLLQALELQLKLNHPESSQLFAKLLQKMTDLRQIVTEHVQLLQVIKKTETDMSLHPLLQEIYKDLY
RAM inhibit – yeast RAM network inhibition | S. cerevisiae dse1pr::URA3 reporter, 5-FOA growth OD615, 2 d; analog-sensitive cbk1-as2 kinase mutant strain | hit rate 1.8% among 190,000 | inhibition, % at 50 µM;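 active means inhibition above a set limit, 3 SD over mean compound inhibition, cut at about 8.4% in these data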;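 further: 0% = DMSO-only wells with no growth and 100% = 10 µM 1-NA-PP1 full growth; inhibition rescues growth on 5-FOA so higher OD means more RAM inhibition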
PPARg SRC-2 ag – promotes SRC-2 coactivator recruitment by human PPARgamma; hit rate 0.34% among 200,000; AID 1032; P37231; activation, % at 8 µM; PPARgamma LBD-SRC-2 recruitment, biochemical; in the data active means activation above about 22%;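 further: 0% = vehicle and 100% = reference agonist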
S1P3 antagonist – blocks the human S1P3 receptor; AID 485; hit rate 0.27% among 170,000; inhibition, % at 4.98 µM; Q99500; CHO S1P3 NFAT-BLA reporter, FRET fluorescence, antagonist mode;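 active means inhibition above the plate cutoff, the mean inhibition of test wells on that plate plus 3 SD, cut at about 28% in these data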;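 further: cells challenged with S1P at its EC80 of 0.8 µM; blue over green emission ratio from cleaved BLA substrate after 4 h stimulation; 0% = S1P-stimulated wells and 100% = unstimulated DMSO-only wells; some compounds past the cut are filed as inactive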
Target sequence (Q99500 whole entry, looked up): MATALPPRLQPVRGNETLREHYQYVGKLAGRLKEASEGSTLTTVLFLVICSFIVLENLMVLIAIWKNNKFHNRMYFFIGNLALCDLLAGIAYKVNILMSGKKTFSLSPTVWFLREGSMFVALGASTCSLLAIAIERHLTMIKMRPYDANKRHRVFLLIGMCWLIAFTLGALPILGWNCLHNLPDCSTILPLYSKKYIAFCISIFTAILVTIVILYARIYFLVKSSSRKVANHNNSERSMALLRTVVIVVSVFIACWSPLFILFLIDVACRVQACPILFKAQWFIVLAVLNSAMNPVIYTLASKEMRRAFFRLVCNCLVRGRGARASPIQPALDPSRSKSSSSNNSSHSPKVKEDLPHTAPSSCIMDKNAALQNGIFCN
bIAP inhibitor – intestinal alkaline phosphatase (bovine) inhibition; inhibition, % at 20 µM; purified bovine IAP, CDP-star luminescence, 30 min; 190,000 tested, under 10 active; AID 1019;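 active means over 50% inhibition of intestinal alkaline phosphatase at 20 µM in the single-dose screen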
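Assay system: bovine IAP enzyme; medium: DEA buffer 100 mM, pH 9.8, with MgCl2 1.0 mM, ZnCl2 0.02 mM; doses: 20 µM single dose; incubation: enzyme reaction for 30 min at room temperature; detection: CDP-star luminescence signal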
TR-FRET SRC-2 ct – TR-FRET artefact, counter-screen to PPARgamma/SRC-2 agonist assay | AID 1049 | hit rate 0.4% among 200,000 | stronger effect = higher value | TR-FRET ratio at 8 µM; in the data active means TR-FRET ratio above about 2000; further: inactives centre near 1500; reference of the scale not given here
Redox H2O2 prof – compounds producing H2O2 with reducing agent – biochemical, NIH compound library profiling, artefact control for MLSCN library redox annotation, primary screen. DTT-dependent redox cycling H2O2, phenol red/HRP absorbance; 100% = 100 µM peroxide control, 0% = buffer. activation, % at 10 µM. AID 878. hit rate 0.03% among 200,000;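 active means activation of at least 50% relative to the plate's high and low controls in the primary single-dose screen; inactive means activation below 50%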;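 further: compound incubated with DTT at 0.8 mM final as the reducing agent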
Lmaj promast – inhibitors of Leishmania major promastigote growth; Leishmania major promastigotes, resazurin fluorescence viability; inhibition, % at 10 µM; hit rate 9% among 200,000; in the data active means inhibition above about 50%;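 further: promastigotes grown with compound for 44 hours at 28 °C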
Efa HMGR inh – E. faecalis class II HMG-CoA reductase inhibition | purified E. faecalis HMGR, NADPH absorbance 340 nm kinetic | inhibition, % at 10 µM | hit rate 0.41% among 190,000 | AID 1066;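 active means inhibition above a set limit, the median over all tested compounds plus 3 SD, cut at about 9.5% in these data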;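 further: enzyme runs in reverse so mevalonate oxidation gives rising NADPH absorbance; 0% = complete reaction with DMSO and 100% = background rate lacking mevalonate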
ROMK primary – modulates human ROMK potassium channel activity | Tet-inducible ROMK, thallium flux fluorescence; actives lie on both sides | B-score at 10 µM | hit rate 2% among 130,000 | AID 1918;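 active means signal ratio slope over the read window, or its plate-corrected B-score, at least 3 SD from the plate mean, either direction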;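 further: B-score of the F/F0 ratio slope over 7 to 12 s after thallium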
PPARg SRC-3 ag – PPARgamma-driven SRC-3 recruitment agonism; biochemical PPARgamma/SRC-3 coactivator recruitment assay; P37231; hit rate 0.26% among 200,000; activation, % at 8 µM; in the data active means activation above about 23%;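 further: 0% = DMSO and 100% = reference agonist; some compounds past the cut are filed as inactive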
* = called active by the depositor; nt = no result given. Random draw from the library. Share with any hit: about 13%.

SMILES	PPARg SRC-1 ag	RAM inhibit	PPARg SRC-2 ag	S1P3 antagonist	bIAP inhibitor	TR-FRET SRC-2 ct	Redox H2O2 prof	Lmaj promast	Efa HMGR inh	ROMK primary	PPARg SRC-3 ag
Cc1nn(C)c(C)c1C(=O)NN	-1	0.6	6	nt	17	1668	-4.2	-2	-12	nt	3
CC(=O)N1CCc2c(sc(NC(=O)c3ccc([N+](=O)[O-])o3)c2C#N)C1	0	1.8	10	2	20	1637	-0.5	98*	-1	-0.08	6
Fc1ccc(C(c2nnnn2C2CCCC2)N2CCN(Cc3ccncc3)CC2)cc1 (stereo not drawn)	0	-1.2	14	27	-8	1659	0.7	43	-2	nt	11
O=C(c1ccc(C(F)(F)F)cc1)c1c[nH]c(C(=O)NCCCn2ccnc2)c1	-7	1.2	-2	nt	25	1575	20	-3	0	nt	-4
Cc1cccc(C(C)C)c1NC(=O)COC(=O)c1cccc(S(=O)(=O)N2CCc3ccccc3C2)c1	8	1.5	8	-9	2	1439	-0.2	-7	-5	0.41	5
S=c1[nH]nc(CSCc2ccc(Cl)cc2Cl)n1-c1ccccc1	6	5.0	3	nt	3	1538	-2.8	15	-6	nt	4
O=C(c1cc2cc(Br)ccc2s1)N1CCOCC1	8	1.0	7	-1	3	1870	-1.8	-14	1	0.026	0
Cc1ccc(NC(=O)COC(=O)c2cc(Cl)ccc2[N+](=O)[O-])c(C)c1	2	3.6	-3	-22	24	1576	-0.3	-5	-2	0.0032	2
CCn1nc(C)c(NC(=O)Nc2cccc(Cl)c2Cl)c1C	0	0.6	3	-8	-8	1520	0.5	1	2	0.54	4
CCN(CC)S(=O)(=O)c1cc(C(=O)OCC(=O)Nc2cccc(Br)c2)ccc1F	-6	15*	-5	-10	10	1321	-0.2	21	4	-0.15	3
O=C(CC1NCCNC1=O)Nc1ccc(Cl)c(Cl)c1 (stereo not drawn)	2	1.1	-4	-4	3	1642	0.2	-6	-4	-0.82	-2
O=C(NCCCCCCNC(=O)C1CCCC1)C1CCCC1	-4	2.7	5	nt	16	1316	1.7	-3	1	-0.42	-2
CCC(C)(NC(=O)c1ccc2c(c1)OCO2)C(=O)NC1CCCCC1 (stereo not drawn)	-8	-0.5	3	-6	12	1511	-0.3	-6	-3	0.66	0
CCOc1ccc(-c2nnc3ccc(SCC(=O)NCc4ccco4)nn23)cc1	7	2.2	9	8	1	1383	1.8	13	-8	0.39	5
COc1ccccc1N(CC(=O)Nc1ccc(C(F)(F)F)cc1)S(C)(=O)=O	11	0.7	0	-2	-10	1770	-0.8	2	-3	-0.11	1
O=C(COC(=O)C1CCCN1C(=O)c1cccs1)Nc1ccc2c(c1)OCO2 (stereo not drawn)	-4	4.0	-1	nt	4	1467	-0.6	-4	0	-0.68	-5
O=C(CSC1=NCCS1)Nc1ccccc1F	-5	0.3	-5	-18	11	1477	1.1	-6	-6	nt	-7
CCOC(=O)N1CCN(C/C(C)=C/c2ccccc2)CC1	2	0.7	1	-2	4	1693	-0.6	14	0	nt	4
COc1ccc(-c2nc(-n3c(C)c(C(C)=O)c(C(C)=O)c3C)sc2C)cc1OC	3	5.1	10	nt	-3	1575	0.1	66*	-2	-0.32	8
CC(=O)c1ccccc1NC(=O)Cn1c(=O)cnc2ccccc21	-8	0.6	-1	-7	7	1419	-0.2	58*	-7	nt	-3
O=C(c1ccc(CNS(=O)(=O)c2ccc(Br)cc2)cc1)N1CCCC1	8	0.4	-2	4	5	1460	16	1	-9	-0.22	-3
O=C(O)CCCC(=O)Nc1ccc(N=Nc2ccccc2)cc1	-1	-0.6	2	-18	10	1384	-0.8	1	-1	nt	-1
CC1CCC2C(=O)N(c3ccc(C(=O)NCc4ccccc4)cc3)C(=O)C2C1 (stereo not drawn)	6	1.5	10	7	2	1537	-0.1	-10	-1	nt	4
COc1cc(CNCc2cccnc2)ccc1OCC(=O)NC1CCCCC1	0	0.0	1	1	-4	1570	-0.7	86*	1	0.0094	0
Cc1ccc(C)c(OCC(=O)NCC(C)C)c1C	8	0.5	8	-12	-6	1615	0.0	-2	3	-0.52	0
CCC(C)(C)NC(=O)C(c1ccc(F)cc1)N(Cc1ccco1)C(=O)c1cnccn1 (stereo not drawn)	2	1.5	2	-3	11	1549	0.0	2	-6	nt	5
COc1ccc(NC(=S)N2CCCC2)c(OC)c1	0	2.1	7	-11	-10	1610	0.3	-6	0	-0.14	2
CC(=O)c1ccc(C(=O)N2CCCC(C(=O)c3cc(F)ccc3F)C2)s1 (stereo not drawn)	0	3.2	1	-5	13	1361	0.1	-6	1	-0.17	3
COc1cc(C(=O)NCc2nnc(SCC(=O)N3CCC(C)CC3)o2)cc(OC)c1OC	-4	0.5	-3	nt	2	1491	-0.3	0	-1	0.12	-6
O=C(c1cc2nc(-c3cccs3)cc(C(F)(F)Cl)n2n1)N1CCCc2ccccc21	1	1.6	1	nt	8	1501	-1.3	27	0	nt	12

In the list so far, these contain a nitro group on carbon:
SMILES	PPARg SRC-1 ag	RAM inhibit	PPARg SRC-2 ag	S1P3 antagonist	bIAP inhibitor	TR-FRET SRC-2 ct	Redox H2O2 prof	Lmaj promast	Efa HMGR inh	ROMK primary	PPARg SRC-3 ag
CC(=O)N1CCc2c(sc(NC(=O)c3ccc([N+](=O)[O-])o3)c2C#N)C1	0	1.8	10	2	20	1637	-0.5	98*	-1	-0.08	6
Cc1ccc(NC(=O)COC(=O)c2cc(Cl)ccc2[N+](=O)[O-])c(C)c1	2	3.6	-3	-22	24	1576	-0.3	-5	-2	0.0032	2

Carrying on.
SMILES	PPARg SRC-1 ag	RAM inhibit	PPARg SRC-2 ag	S1P3 antagonist	bIAP inhibitor	TR-FRET SRC-2 ct	Redox H2O2 prof	Lmaj promast	Efa HMGR inh	ROMK primary	PPARg SRC-3 ag
O=C1N/C(=C/c2ccc(Br)cc2)C(O)=C1C=NCc1ccccc1	-1	7.3	5	3	3	1545	0.4	79*	6	nt	3
Cc1ccc(Oc2nc3ccccc3n3c(C)nnc23)cc1	3	5.0	-7	-15	2	1357	2.0	3	-2	-0.65	-10
CC(=O)c1ccc(N2CCN(C(=O)c3n[nH]c4ccccc34)CC2)cc1	3	4.6	2	11	-29	1795	0.4	0	-6	0.62	0
Cc1noc(C)c1C(=O)OCC(=O)C12CC3CC(CC(C3)C1)C2	16	1.0	2	-23	-16	1680	-0.5	5	1	-0.97	4
Cc1c(NC(=O)C2CC(c3ccc(F)cc3)=NO2)c(=O)n(-c2ccccc2)n1C (stereo not drawn)	-4	1.5	-12	nt	-5	1568	-0.8	-1	2	nt	-1
CCOCCCNC(=O)c1ccc(OC)cc1	-3	-0.2	0	10	14	1271	-1.1	-7	-1	nt	-4
O=C(O)c1ccc(CSc2nnc(-c3ccncc3)n2CC2CCCO2)cc1 (stereo not drawn)	2	1.9	-4	-11	9	1591	0.0	-6	-7	0.93	0
CN1CCN(S(=O)(=O)c2ccc(C(=O)Nc3ccccc3)cc2)CC1	-1	1.8	4	nt	-6	1619	0.3	-2	-4	0.046	8
COc1cc(OC)cc(C(=O)NC(=S)NNC(=O)c2cnccn2)c1	-5	0.5	-3	1	5	1414	3.3	100*	-6	-0.057	0
COc1ccc(OC)c(S(=O)(=O)NCCOC23CC4CC(CC(C4)C2)C3)c1	-4	2.2	4	6	25	1409	-0.2	6	-2	-0.98	-1
CN(Cc1ccc(-n2cccn2)cc1)Cc1nc(-c2cnccn2)no1	6	4.2	1	-8	-3	1594	0.7	-1	-2	0.22	-2
CCn1c(C(=O)NCc2cccnc2)cc2sc(Cl)cc21	4	-0.8	0	8	-7	1711	1.0	81*	-1	0.34	3
Cn1c(N2CCOCC2)c(/C=N/OC(=O)c2ccc(F)cc2)c2ccccc21	6	1.3	2	nt	10	1429	-6.8	100*	4	nt	5
Cc1ccc([N+](=O)[O-])cc1NC(=O)c1cccs1	-1	0.3	-4	5	-9	1436	0.0	0	-2	0.16	2
Cc1ccc(S(=O)(=O)N2CCC(C(=O)N(C)C3CCS(=O)(=O)C3)CC2)cc1 (stereo not drawn)	3	0.2	0	nt	1	1452	0.1	-5	-7	0.42	0
Cc1ccc(N2CC(C(=O)NC3=NCCS3)CC2=O)cc1C (stereo not drawn)	2	0.3	5	6	5	1648	1.0	-4	3	nt	2
Cc1cccc(NS(=O)(=O)c2c(C)noc2C)c1	-4	-0.1	1	-15	-21	1513	0.0	5	1	0.016	1
CC(=O)c1cccc(NC(=O)Cc2ccc3c(c2)CCCC3)c1	-7	0.3	1	nt	0	1716	-3.6	81*	-1	-1.2	-4
Cc1ccc(S(=O)(=O)Nc2c(C)n(C)n(-c3ccccc3)c2=O)cc1C(=O)OCC(=O)N1CCCC(C)C1 (stereo not drawn)	-8	0.2	-6	-9	-4	1362	0.0	32	-5	1.4	-1
CC(O)CNC(=S)Nc1ccccc1 (stereo not drawn)	8	2.0	10	-1	7	1653	-0.5	-11	-5	nt	4
CC(=O)CSc1nsc(SCC(C)=O)c1C#N	0	2.7	13	nt	9	1693	1.0	9	-9	-0.68	1
CCc1c(C)[nH]n(CCC#N)c1=O	1	-0.5	3	13	8	1581	-0.3	-4	-6	nt	9
Cc1cc(O)cc(=O)n1C	-4	1.2	-9	-12	27	1484	-1.3	2	0	nt	-2
Cc1[nH]c2ccccc2c1C(=O)COC(=O)c1ccc2c(=O)n3c(nc2c1)CCC3	-1	9.1*	3	-3	-6	1655	-0.7	-2	-1	-0.56	-2
COc1ccc(C)cc1NC(=O)CSc1nnc(CC(=O)Nc2cccc(C(F)(F)F)c2)n1C	4	3.8	0	nt	26	1529	0.5	-1	-6	0.54	-1
CCCCN(CCCNC(=O)CN1C(=O)COc2ccccc21)c1ccccc1	1	-0.4	1	nt	-5	1497	0.1	7	-1	nt	3
O=C(O)C1CCCCC1C(=O)Nc1nc(-c2ccc(Cl)s2)cs1 (stereo not drawn)	-3	7.4	7	-9	-9	1512	-1.3	3	-7	-0.49	3
CSc1ccc(CN2CCC(C(=O)NCc3ccc(C)cc3)CC2)cc1	10	1.0	1	-6	-20	1563	-0.2	92*	-1	-0.66	7
CCc1c(C)c2cc(Cl)c(O)c(CN(CC)CC)c2oc1=O	-6	0.1	6	-9	-15	1363	-0.2	0	4	nt	0
O=C(NC1CC1)c1ccc(S(=O)(=O)NCC2CCCCC2)cc1	-5	2.5	-5	17	28	1298	2.8	1	2	nt	-2
O=C1CSC(c2ccco2)N1 (stereo not drawn)	-2	1.0	2	-24	-2	1571	-0.4	-6	-3	0.023	6
CC1(C)Nc2ccccc2C(=O)N1NS(=O)(=O)c1ccccc1	-2	0.1	0	5	2	1558	0.1	1	-1	0.0024	1
COc1cc(/C=C/C(=O)OCC(=O)NCc2ccco2)ccc1OCC#N	2	1.0	6	-21	28	1429	-1.4	-2	-1	0.83	-1
Cc1ccc(NC(=O)CSc2nnc(CCCCCNC(=O)OC(C)(C)C)o2)c(C)c1	-12	0.8	2	-7	12	1504	2.9	10	-2	nt	-11
CCN(CCO)Cc1csc2cccc(Br)c12	-2	1.3	10	nt	9	1408	-8.0	0	-5	0.29	3
